Screening data from PubChem.
bovine MsrA act – activates bovine MsrA enzyme. purified bovine MsrA, absorbance read-out. activation, % at 10.6 µM. actives 0.3% (n = 360,000); in the data active = activation above about 7.5%;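 note: 0% = vehicle and 100% = reference activator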
FAS TE block – FAS thioesterase (human) inhibition. recombinant FAS-TE, OMFH fluorogenic substrate, fluorescence endpoint. inhibition, % at 15 µM. P49327. actives 0.67% (n = 360,000);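 active = compounds whose normalised, plate-corrected inhibition of enzyme fluorescence in the single-dose primary screen is 50% or more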;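 note: 0% = DMSO with enzyme and 100% = substrate without enzyme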
CSN inh – inhibitors of human CSN-mediated cullin deneddylation; Q92905; Purified CSN, SCF-Nedd8-OG deneddylation, fluorescence polarization; inhibition, % at 12.5 µM; actives 0.38% (n = 360,000);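 active = pattern-corrected inhibition above about 35%, with an unprinted fluorescence ratio check between 0.5 and 1.5, limit read from the data, passing the limit was not always enough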;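 note: 0% = enzyme with substrate and 100% = substrate without enzyme; some results filed as inactive read as strong as hits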
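Assay system: purified human Csn5 enzyme expressed in HEK293T cells; Input: 0.24 nM Csn5 enzyme, final concentration; Reagent: 10 nM SCFSkp2-Nedd8OG; Compound dosing: 12.5 µM single point; Times: reaction 90 min, room temperature; Technique: fluorescence polarization readout.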
Rpn11 block – blocks the human proteasome subunit Rpn11; O00487; human 26S proteasome, Ub4-pepOG fluorescence polarization; 20S core pre-blocked with epoxomicin; calls only at 20 µM; actives 0.59% (n = 360,000);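 active = inhibition at 20 µM, scaled to each plate's controls, above about 33%, limit read from the data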
MLLE-PAM2 inh – inhibitors of microRNA-mediated deadenylation, human PABP1 MLLE binding. P11940. GST-MLLE / FITC-PAM2 fluorescence polarization. inhibition, % at 20 µM. actives 0.36% (n = 360,000); in the data active = inhibition above about 35%, passing the limit was not always enough;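 note: plate controls were DMSO wells with GST-MLLE for no effect and wells lacking GST-MLLE protein for full effect; some results filed as inactive read as strong as hits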
MT1-MMP act inh – inhibitors of human MT1-MMP activation; P50281; HT1080 RFP-PRO-GFP cells, GFP/RFP ratio fluorescence, overnight; percent of plate control window, DMSO zero; GFP/RFP ratio change, % at 20 µM; actives 0.061% (n = 360,000);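 active = GFP/RFP ratio change of at least 30% with cell ATP level not reduced by more than half and red fluorescence within 50% of control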; note: strong numbers were not always called active
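Material: RFP-PRO-GFP reporter HT1080 cells. Dosing: single-point 20 µM compound, 1% DMSO. Controls: DMSO and RFP-L50D-GFP cell wells. Timing: cells overnight before dosing, compound overnight, 37 °C, 5% CO2. Measure: GFP/RFP fluorescence ratio.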
Rin1-Abl PPI inh – human Rin1-Abl interaction inhibition | AID 588664 | TR-FRET Rin1/Abl binding, biochemical | actives 0.4% (n = 360,000) | inhibition, % at 7.35 µM; in the data active = inhibition above about 5%, passing the limit was not always enough
MsrA inh – inhibits bovine methionine sulfoxide reductase A; AID 651718; actives 0.75% (n = 360,000); purified bovine MsrA, absorbance read-out; inhibition, % at 15.5 µM; in the data active = inhibition above about 4.5%;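 note: 0% = vehicle wells with enzyme and 100% = reference inhibitor wells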
eLon inh – E. coli protease La inhibition. P0A9M0. actives 0.42% (n = 360,000). AID 602123. purified E. coli Lon protease, fluorescence polarization. inhibition, % at 7.94 µM; in the data active = inhibition above about 13%, passing the limit was not always enough;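 note: 0% = enzyme with probe and DMSO and 100% = no enzyme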
* hit, by the source's call; i = inactive; · = no result given; + = active, no number.

SMILES	bovine MsrA act	FAS TE block	CSN inh	Rpn11 block	MLLE-PAM2 inh	MT1-MMP act inh	Rin1-Abl PPI inh	MsrA inh	eLon inh
O=C(O)c1ccc2c(c1)CCCN2	-3	-4	-9	i	18	-3	-4	0.8	14
Cc1nn(C)c(Cl)c1C(=O)NCC(=O)O	-3	0	-3	i	-8	0	1	1.6	4
CCCC(=O)OCC(=O)Nc1ccccc1Sc1ccccc1	-1	-5	-3	i	-19	-7	0	0.5	-10
O=c1cc(-c2ccccc2)nc2nc(SCc3ccccc3)[nH]n12	-5	1	1	i	-7	2	4	0.4	4
CCOc1ccc(N=c2cc(-c3ccc(OC)cc3)oc3ccccc23)cc1	0	28	-7	i	17	4	-4	0.2	-13
CCc1ccc(C(=O)COC(=O)C(Cc2ccccc2)NC(=O)C2CCC(C)CC2)cc1 (configuration not stated)	1	0	3	i	-7	-2	-3	1.4	2
CCOC(=O)N1CCN(C(=O)c2cc3cc(F)ccc3[nH]2)CC1	-3	-1	-8	i	-3	2	1	-0.9	4
COCCCn1c(SCC(=O)OC2CCCCC2)nnc1-c1cccs1	-8	-4	-1	i	12	11	5	0.2	-2
CCOc1cccc(/C(O)=C2/C(=O)C(=O)N(CCOC)C2c2ccncc2)c1 (configuration not stated)	-12	-7	-1	i	-2	1	-4	3.5	-3
CCOc1ccc(CCNC(=O)C2CCC(=O)N2C2CCCCC2)cc1OCC (configuration not stated)	-2	-7	1	i	12	2	2	-0.9	-5
CC(C)c1ccc(N(C(=O)c2ccc3c(c2)OCO3)C2C=CS(=O)(=O)C2)cc1 (configuration not stated)	-1	3	1	i	2	1	5	0.5	-10
Cc1ccccc1C(CC(=O)c1cccs1)C(C#N)C#N (configuration not stated)	-3	5	-12	i	7	-19	3	5.2*	0
CCOC(=O)C1CCCN(S(=O)(=O)Cc2ccccc2Cl)C1 (configuration not stated)	0	0	-2	i	-1	-5	3	0.2	0
CCOc1ccccc1N1CCN(S(=O)(=O)c2ccc(Cl)s2)CC1	1	25	-2	i	21	-4	4	0.0	-2
COc1ccc(CCC(=O)OC(C)C(=O)c2ccc(C)cc2)cc1 (configuration not stated)	-4	17	-4	i	-8	-3	-2	0.9	11
COc1cc(CNC2CCCCC2)c(Br)cc1OC1CCCC1	-4	-3	1	i	7	1	-2	1.9	1
CCC(C)NS(=O)(=O)c1ccc(NS(=O)(=O)c2ccccc2[N+](=O)[O-])cc1 (configuration not stated)	-3	-8	-1	i	-2	2	1	1.3	5
CC1CCN(C(=O)COC(=O)c2n[nH]c3ccccc23)CC1	1	-7	1	i	-12	-1	0	0.2	-7
CC(O)CC(C)O (configuration not stated)	-1	4	-1	i	7	0	-2	0.6	8
O=C(NCC(=O)N(Cc1ccco1)C(C(=O)NC1CCCCC1)c1ccncc1)c1cccs1 (configuration not stated)	-1	-2	-7	i	4	-2	3	-0.3	1
CCC(=O)Nc1cccc(-c2nnc(-c3ccccc3)o2)c1	-4	-2	3	i	4	8	-3	0.2	-4
CN(C)c1ccc(C(=O)N2CC(=O)N(CCc3ccccc3)C(=O)C2)cc1	-3	-3	3	i	-1	0	-2	1.1	3
COc1ccc(NC(=O)CN2C(=O)NC(C)(C3CC3)C2=O)cc1S(=O)(=O)N1CCCCC1 (configuration not stated)	-6	0	0	i	-4	0	-1	0.6	-12
Cc1ccc(NC(=S)N/N=C/c2cccn2Cc2ccccc2F)cc1	-3	12	8	i	20	-4	-1	1.2	-6
COC(=O)c1ccc(COc2ccc(/C=N/O)cc2OC)o1	-9	-8	-2	i	-10	4	5	0.7	1
O=C(COC(=O)c1cc([N+](=O)[O-])ccc1N1CCOCC1)NCc1ccc(Cl)cc1Cl	0	93*	1	i	-8	2	-1	3.8	2
COc1ccc(-c2nc(S(=O)(=O)c3ccccc3)c(N3CCOCC3)o2)cc1	-6	8	2	i	9	0	0	-1.6	2
COc1ccccc1C(=O)NNC(=O)c1ccc(Cl)cc1	-1	-6	3	i	3	-2	-2	-1.1	-4
CC1CC1C(=O)Nc1cc(S(=O)(=O)N2CCOCC2)ccc1N1CCCC1 (configuration not stated)	-8	-6	-2	i	-1	-2	2	-1.4	3
CCOc1ccc2cc(C#N)c(SCC(=O)OC)nc2c1	1	6	-2	i	-3	3	4	-0.3	4
O=C(CSc1ccc2c(c1)OCCO2)NCc1ccco1	-10	-6	-1	i	25	-8	2	-0.3	-8
CCOC(=O)C(CC)(CCC(=O)O)c1csc(N)n1 (configuration not stated)	-4	-4	-6	i	7	0	-2	-0.4	1
COc1ccc(-n2nc([N+](=O)[O-])c(=NCCC3=CCCCC3)n2O)cc1	-3	16	-1	i	-10	3	-2	0.0	-2
O=C(COC(=O)C1CCCN1C(=O)c1cccs1)c1ccccc1 (configuration not stated)	2	1	0	i	1	1	0	0.0	1
COc1cccc(C(=O)CC(C(=O)O)c2ccc(F)cc2)c1 (configuration not stated)	-3	-3	4	i	-5	-1	3	-0.3	5
Cc1cc(C)cc(OCC(=O)Nc2cccc(-c3nnc(-c4ccco4)o3)c2)c1	0	32	4	i	-1	1	1	1.8	5
CC(=O)Nc1ccc(/C=C/c2noc(-c3ccccc3O)n2)cc1	-5	-10	0	i	-15	-3	2	·	-2
Cc1ccc(CNC(=O)CCSCc2ccccc2C)cc1	2	3	5	i	-1	-1	2	-0.6	0
Cc1c(C(=O)N2CCN(c3ccc(F)cc3)CC2)oc2c1C(=O)CCC2	-4	-3	-2	i	-11	0	0	0.3	5
Cc1ccc(C(=O)O)cc1NC(=S)NC(=O)c1ccc(-c2ccc(Cl)cc2)o1	-4	29	0	+	51*	7	-2	0.9	-10
Cc1ccc2c(c1)[nH]c1c(=O)n(Cc3ccco3)cnc12	-6	-7	1	i	7	1	-3	0.5	6
Cc1cc(C(=O)Nc2ccccc2)c2ccccc2n1	2	-6	1	i	-8	-7	-1	-0.2	-5
O=C(NCCc1cn2ccsc2n1)c1cccs1	-9	0	-4	i	0	1	-1	-0.1	-3
COc1ccc2nc(NC(=O)C3CCN(S(=O)(=O)c4cccs4)CC3)sc2c1	1	41	3	i	13	-17	1	-0.3	8
Cc1[nH]nc2c1C(CC(C)C)C(C#N)=C(N)O2 (configuration not stated)	-4	-1	-1	i	-6	1	2	0.5	4
CCCC[C@@H]1CC2=C(C(=O)OC(C)(C)O2)[C@@H](c2ccc(F)cc2)O1	-2	9	-7	·	·	5	·	-1.0	-4
COc1cccc(C(=O)Nc2nnc(SCC(=O)NC3CC3)s2)c1	-1	-4	3	i	1	1	-1	1.2	3
O=C1c2cccc(OCc3ccc(F)cc3)c2CCN1Cc1ccc(F)cc1	2	42	-13	i	13	-13	1	1.2	-2
Cc1ccc(C(=O)NNC(=O)c2ccccc2OCc2c(C)noc2C)cc1	-5	9	3	i	-6	2	1	0.3	0
COc1ccc(NC(=O)CSc2n[nH]c(-c3ccncc3)n2)c([N+](=O)[O-])c1	-5	-6	3	i	-1	-2	-4	1.3	-12
Nc1cc(N)nc(SCC(=O)NCC(=O)Nc2ccc(F)c(F)c2F)n1	-3	-5	5	i	18	0	1	-0.7	6
O=C(COc1ccccc1Cl)NC(=S)N1CCc2ccccc21	1	3	5	i	27	9	3	0.6	7
C[C@H](O)[C@@H]1C(=O)N2CCc3ccc(N4CCN(C)CC4)cc3[C@@H]2C[C@@H]1N(C)C(=O)NC1CCCCC1	-1	-8	0	i	-7	1	-2	-1.0	-2
COc1ccccc1Cc1c(-c2ccccc2)nc2c(C)cc(Br)cn12	-1	18	97*	i	-10	-7	-2	-0.1	-9
COc1ccc(OC)c2c(C)cc(N3CCN(C(=O)c4ccc(F)cc4)CC3)nc12	-9	4	2	i	21	1	0	0.7	-4
CCCCNC(=O)c1onc(CSc2cc(C)cc(C)c2)c1C(=O)O	-3	-6	0	i	1	-3	2	-0.4	-7
COc1ccc(/C=C(\NC(=O)c2ccccc2)C(=O)NNC(=O)CCN2CCOCC2)cc1	-4	-11	-4	i	-2	4	0	1.7	-1
CCc1ccc(S(=O)(=O)N/N=C\c2ccc([N+](=O)[O-])o2)cc1	-5	-2	-1	i	15	2	0	1.2	-7
O=C(NCc1ccc(-n2cccc2)cc1)c1cccc(F)c1	-3	9	-1	i	-39	2	-6	-0.4	1
Cc1ccc2c(CC(=O)Nc3nc(C)cs3)coc2c1	0	4	9	i	-3	1	1	-0.1	15
More results follow.
SMILES	bovine MsrA act	FAS TE block	CSN inh	Rpn11 block	MLLE-PAM2 inh	MT1-MMP act inh	Rin1-Abl PPI inh	MsrA inh	eLon inh
COc1cc(/C=N/NC(=O)CNC(=O)c2ccccc2)ccc1OC(=O)c1cccs1	-3	0	-1	i	9	7	2	-0.7	-4
COCCNC(=O)CN(c1ccc(F)cc1)S(=O)(=O)c1ccc2c(c1)OCCO2	-1	-5	0	i	7	-2	0	0.0	-2
Cc1ccc(N2C(=O)CC(N3CCN(C4CCc5ccccc5C4)CC3)C2=O)cc1 (configuration not stated)	3	-7	-3	i	6	0	0	-0.5	-2
CCOC(=O)CSc1ccc(S(=O)(=O)N2CCCC2)cc1[N+](=O)[O-]	-2	-1	-5	i	11	1	2	-0.3	4
CC1(C)CC(=O)C(C2=NC3(CCCCC3)Cc3ccccc32)=C(O)C1	0	-5	2	i	-1	2	-2	1.6	-2
COC(=O)C1(S(=O)(=O)c2cc(Br)cc3c2N(C(C)=O)CC3)CC1	-3	-2	2	i	12	6	2	·	-15
Cc1cc(C)nc(-n2nc(C)cc2NC(=O)c2ccc(F)cc2F)n1	1	0	6	i	9	2	1	-1.2	7
Cc1c(N2C(=O)c3ccc(Br)cc3C2=O)c(=O)n(-c2ccccc2)n1C	3	-4	2	i	-5	-2	0	1.0	2
O=C(CN1C(=O)C2CCCCC2C1=O)NC1CCCc2ccccc21 (configuration not stated)	-1	-3	4	i	0	-3	0	-0.3	3
O=C(NCCCn1ccnc1)C(Cc1ccccc1)N1C(=O)c2ccccc2C1=O (configuration not stated)	-12	-7	6	i	12	1	2	-0.2	3
CCOC(=O)C1CCN(C(=O)COC(=O)c2c(C)c(CC)nc3ccccc23)CC1	-2	-2	1	i	-14	-1	1	-0.5	3
CCOc1cc(N2CCOCC2)c(OCC)cc1NC(=O)CN1CCC(Cc2ccccc2)CC1	-10	28	2	i	3	3	-4	0.2	-2
COCCN1C(=O)CCC1(C)C(=O)NC1CCCCC1 (configuration not stated)	3	-14	121*	i	12	4	-2	-1.2	-9
COc1cccc(/C=C2/C(=O)NN(c3ccc(C)c(C)c3)C2=O)c1	-2	-3	0	i	21	-3	1	-1.2	6
